TAAR1 agonist: human TAAR1 agonism. CHO RD-HGA16 TAAR1, Fluo-8 calcium fluorescence; vehicle wells 0%, saturating PEA agonist 100%. 0.99% of 360,000 active. AID 624467. Q96RJ0. activation, % at 3 µM;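 active = activation above the mean activation of all test compounds in the run plus 3 SD, cut at about 38% in these data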
Target sequence (Q96RJ0 whole entry, looked up): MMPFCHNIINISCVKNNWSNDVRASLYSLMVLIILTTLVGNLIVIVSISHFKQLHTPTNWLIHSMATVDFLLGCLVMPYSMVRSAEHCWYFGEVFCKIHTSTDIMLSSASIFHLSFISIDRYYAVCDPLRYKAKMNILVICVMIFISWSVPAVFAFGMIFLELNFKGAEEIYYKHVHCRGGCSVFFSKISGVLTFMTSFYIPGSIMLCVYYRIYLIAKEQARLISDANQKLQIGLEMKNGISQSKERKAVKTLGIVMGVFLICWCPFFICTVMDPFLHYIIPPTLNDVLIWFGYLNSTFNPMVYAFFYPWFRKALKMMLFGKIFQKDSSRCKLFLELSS
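Test system: RD-HGA16 (CHO) cells co-expressing Gα16 and hTAAR1; dosing: one-point dosing at 3 µM (nominal); timing: 17-24 h seeding, 75 min 37 °C dye, 30 min RT; signal: kinetic Fluo-8 calcium fluorescence; read-out basis: % activation relative to PEA EC100 response; controls: DMSO and PEA EC100; replicates: n 1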
CHO parental Ca: signal in parental CHO cells, OX1R antagonist counter-screen | inhibition, % at 5.6 µM | 0.63% of 330,000 active | parental CHO-K1, ATP-induced calcium, Fluo-8 fluorescence | AID 463079;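 active = inhibition above that plate's mean sample inhibition plus 3 SD, cut at about 26% in these data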;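 note: 0% = ATP-challenged DMSO wells and 100% = DMSO wells without ATP; some compounds past the cut are filed as inactive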
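Assay system: parental CHO cells; Read-out basis: percent inhibition of ATP-evoked calcium rise, normalized to controls; Benchmarks: ATP and no-ATP DMSO wells; Compound dosing: single nominal dose of 5.6 µM per compound; Signal: Fluo-8 calcium dye fluorescence; Also added: ATP as calcium-mobilizing challenge; Repeats: singlicate.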
CHRM1 agonist: human M1 muscarinic receptor agonism; activation, % at 3 µM; P11229; 0.33% of 360,000 active; CHO-K1 hM1, Fluo-8 calcium fluorescence, agonist mode; 0% DMSO, 100% acetylcholine EC100;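 active = activation above the run's mean compound activation plus 3 SD, cut at about 16% in these data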;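 note: peak over basal fluorescence ratio within a 140 s kinetic read after compound addition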
Target sequence (P11229 whole entry, looked up): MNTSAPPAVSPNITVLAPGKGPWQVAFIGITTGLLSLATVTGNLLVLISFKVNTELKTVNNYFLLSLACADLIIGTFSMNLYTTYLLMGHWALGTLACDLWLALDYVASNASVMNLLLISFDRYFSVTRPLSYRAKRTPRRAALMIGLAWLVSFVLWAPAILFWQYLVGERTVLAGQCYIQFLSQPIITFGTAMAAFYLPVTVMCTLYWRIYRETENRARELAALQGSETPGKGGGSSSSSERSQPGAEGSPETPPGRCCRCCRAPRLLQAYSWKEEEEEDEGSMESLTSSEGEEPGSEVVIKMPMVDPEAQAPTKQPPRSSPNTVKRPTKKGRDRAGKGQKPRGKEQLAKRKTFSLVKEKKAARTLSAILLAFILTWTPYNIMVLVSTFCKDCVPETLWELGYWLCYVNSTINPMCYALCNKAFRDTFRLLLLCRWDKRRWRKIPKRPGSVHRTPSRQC
OXTR potentiate: human OXTR potentiation; CHO-OTR cells, Fluo-8 calcium fluorescence, potentiator mode; 0% = oxytocin EC15, 100% = EC100; activation, % at 3 µM; 0.061% of 320,000 active; AID 2445;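 active = activation above that plate's cutoff, the mean activation of tested compounds plus 3 SD, cut at about 6.6% in these data, passing the limit was not always enough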;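 note: 100% uses oxytocin at 75 nM as the full agonist control; some results filed as inactive read as strong as hits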
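assay system = CHO-OTR cells, human receptor | schedule = compound 6 min at room temperature before oxytocin, 100 s read | detection = Fluo-8 intracellular calcium fluorescence, ex 470-495, em 515-575 nm | evaluation = normalized max/min fluorescence ratio, % activation | control set = EC15 oxytocin alone as 0%, 75 nM oxytocin (EC100) as 100%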
M1 antag: antagonists of human M1 muscarinic receptor. P11229. CHO-K1 hM1, Fluo-8 calcium fluorescence, ACh EC80 antagonist. inhibition, % at 3 µM. 1.3% of 360,000 active;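 active = percent inhibition above its own plate's cutoff, namely the mean of that plate's compound wells plus 3 SD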;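 note: peak over basal fluorescence ratio during 140 s after agonist addition; 0% = ACh EC80 plus DMSO and 100% = DMSO alone without agonist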
TAAR1 antagonist: human TAAR1 antagonism; 1.5% of 360,000 active; inhibition, % at 3 µM; CHO RD-HGA16 TAAR1, Fluo-8 calcium fluorescence, antagonist; Q96RJ0;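 active = inhibition above a per-plate cutoff, the mean inhibition of test compounds on that plate plus 3 SD, cut at about 49% in these data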;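 note: 0% = DMSO plus EC80 beta-PEA response and 100% = DMSO alone without agonist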
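Material: RD-HGA16 CHO cells with stable hTAAR1 and Gα16; Dosing: single nominal final test compound concentration of 3 µM; Schedule: seeding 17-24 h prior, 75-min 37 °C, 30-min RT dye loading; Detection: kinetic Fluo-8 calcium fluorescence measurement; Measure: % inhibition from peak post-agonist over basal fluorescence ratio; Benchmarks: vehicle and agonist controls.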
CHO-K1 Ca antag: nonselective inhibitor or artifact in parental CHO-K1 cells | ATP-induced calcium, Fluo-8 fluorescence | inhibition, % at 3 µM | 0.6% of 360,000 active | AID 602250;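 active = inhibition above a per-plate cutoff, the plate's mean sample inhibition plus 3 SD, cut at about 24% in these data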;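 note: 0% = DMSO plus EC80 ATP and 100% = DMSO alone without ATP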
CHO-K1 Ca PAM: counter-screen for M1 PAMs: effect in parental CHO-K1 cells. ATP EC20, Fluo-8 calcium fluorescence; 0% at ATP EC20, 100% at ATP max. activation, % at 3 µM. 0.02% of 360,000 active. AID 602247;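 active = activation above the run cutoff, the mean activation of all test compounds plus 3 SD, cut at about 40% in these data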;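 note: peak over basal fluorescence ratio in a 140 s read after ATP addition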
M1 ag parental: nonselective activator or artifact in parental CHO-K1 cells; Fluo-8 calcium fluorescence; scaled to maximal ATP response, vehicle zero; activation, % at 3 µM; 0.48% of 360,000 active; AID 602248; in the data active = activation above about 15%;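 note: untransfected CHO-K1 host cells lacking M1 receptor as counterscreen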
Active calls of the source: *; nt = no result given. Compounds as they come. About 4.2% of those tested had a hit in this group.

Results follow in this order: TAAR1 agonist | CHO parental Ca | CHRM1 agonist | OXTR potentiate | M1 antag | TAAR1 antagonist | CHO-K1 Ca antag | CHO-K1 Ca PAM | M1 ag parental
- O=C1CCCCCN1C(=O)c1ccc(C(=O)N2CCCCCC2=O)cc1
  3 | 13 | 0 | -14 | -19 | 5 | -11 | 16 | 0.5
- CC(Sc1nnnn1C)C(=O)NC(=O)NC1CCCCC1 (stereo not given)
  4 | 14 | -3 | -7 | -11 | -25 | -21 | 22 | 1.5
- O=C1CC(N2CCOCC2)C(=O)N1c1cccc(Cl)c1 (stereo not given)
  20 | -7 | 4 | 0 | -48 | 7 | -6 | 17 | 0.3
- CC(=O)c1cc(C#N)c(NCCCN(C)C)nc1C
  0 | -3 | -6 | -1 | -11 | -3 | -13 | 21 | 1.5
- CCOc1ccc(CCN2C(=O)C(=O)N([C@@H](CC(C)C)CN3CCC[C@@H]3CN3C(=O)C(=O)NC[C@@H]3CC(C)C)C[C@@H]2Cc2ccccc2)cc1
  0 | nt | -5 | nt | -9 | -10 | 11 | 10 | 0.0
- O=C(NCC(c1ccco1)N1CCOCC1)c1ccccc1 (stereo not given)
  1 | -5 | -2 | -5 | -12 | -35 | -13 | -7 | 0.0
- CCCCOC(=O)CCc1nc2ccccc2[nH]c1=O
  12 | -9 | -6 | -1 | -9 | 12 | -13 | 21 | 0.6
- CCOC(=O)c1cc(-c2ccccc2)sc1NC(=O)C(C)N1C(=O)c2ccccc2C1=O (stereo not given)
  3 | -22 | -5 | 3 | -4 | 16 | -7 | 9 | 0.2
- O=C(CSc1ccc(Br)cc1)NCC1CCCO1 (stereo not given)
  4 | -5 | -7 | -2 | -8 | 1 | -13 | 19 | 0.2
- CCOC(=O)c1nn(-c2ccc(Cl)cc2)c2nnc(Cc3ccc(C)cc3)c(=O)n12
  2 | -24 | -8 | -9 | -4 | 10 | -12 | 23 | 1.4
- COC(=O)C1CC2=C(CC(C)(C)CC2=O)N(c2ccccc2)C1=O (stereo not given)
  2 | nt | -2 | nt | -14 | -20 | 2 | 10 | 0.0
- CC(=O)n1nc(-c2cccnc2)nc1NCc1cccs1
  -1 | 4 | -3 | -2 | -6 | -25 | -7 | 6 | 0.6
- CN(c1ccc(OCC(=O)Nc2nc(-c3ccccc3)cs2)cc1)S(=O)(=O)c1ccc(F)cc1
  32 | -5 | 2 | -4 | -7 | 28 | -3 | 19 | 3.1
- COc1cccc(-c2[nH]nc3c2C(c2ccoc2)C(C#N)=C(N)O3)c1 (stereo not given)
  1 | -6 | -4 | -3 | 6 | 1 | 5 | 11 | 0.1
- CCOc1cccc(C(=O)NC(=S)Nc2cccnc2)c1
  1 | -24 | -7 | 1 | -10 | 7 | -6 | 12 | 1.1
- CN(C)CCNC(=O)c1ccccc1
  -1 | -14 | -2 | 0 | -11 | 3 | 1 | 12 | 0.3
- O=C(N/N=C1\CC(c2ccccc2)Oc2ccccc21)c1ccccn1 (stereo not given)
  1 | -8 | 0 | -5 | 11 | 2 | -6 | 4 | 0.8
- COc1ccc(N=C2S/C(=C\c3ccc(OCC(=O)O)cc3)C(=O)N2CCc2c[nH]c3ccccc23)cc1
  0 | nt | -8 | nt | 13 | 9 | 1 | 15 | 0.6
- NS(=O)(=O)c1cc(C(=O)N2CCc3ccccc32)c(Cl)cc1Cl
  4 | -15 | -7 | -14 | -11 | -10 | -4 | 14 | 1.4
- N/C(=N\C(=S)Nc1ccc2c(c1)OCO2)c1ccccc1
  1 | nt | -4 | nt | -13 | -35 | -19 | -1 | 0.2
- O=C(O)CC(CC(=O)Nc1ccc2ccccc2n1)c1ccccc1 (stereo not given)
  6 | 3 | -1 | -8 | -6 | -16 | -10 | 2 | -0.1
- COc1ccc([N+](=O)[O-])cc1NS(=O)(=O)c1ccc(Cl)c(C(=O)Nc2sc3c(c2C#N)CCCCC3)c1
  2 | -7 | nt | -3 | nt | 7 | nt | nt | nt
- CCN(CC)S(=O)(=O)N1CCC(C(=O)NC2CCCC2)CC1
  2 | -1 | -1 | -6 | 3 | 6 | -12 | 6 | 0.2
- Cn1cc(Br)c(C(=O)N/N=C/c2cc3ccccc3nc2Cl)n1
  5 | nt | -1 | nt | -1 | -3 | -1 | -3 | 4.4
- O=C(NCO)c1cccnc1
  1 | nt | -1 | nt | -2 | -29 | 2 | -2 | 0.3
- O=C(c1cccc(S(=O)(=O)N2CCCC2)c1)c1cccc(S(=O)(=O)N2CCCC2)c1
  10 | -13 | 0 | -23 | -6 | 15 | 7 | -8 | 1.0
- Cn1c(=O)n(Cc2ccccc2)c2ccccc21
  8 | 0 | -6 | 2 | -10 | -27 | -11 | 8 | 5.8
- Cc1ccc(S(=O)(=O)N2CCCC2)cc1[N+](=O)[O-]
  9 | 2 | -11 | -2 | -15 | -2 | -8 | 4 | 0.5
- CC(C)C[C@H](NC(=O)N1CCn2c1nc1ccccc12)C(=O)N[C@@H](C(=O)O)c1ccccc1
  1 | -7 | -2 | -3 | -7 | 20 | -4 | 14 | -0.2
- CCCCN(C)Cc1c(C(=O)N2CCc3ccccc3C2)nc2ccc(Cl)cn12
  1 | -7 | -14 | -23 | -8 | -2 | -10 | 27 | 11

Results follow in this order: TAAR1 agonist | CHO parental Ca | CHRM1 agonist | OXTR potentiate | M1 antag | TAAR1 antagonist | CHO-K1 Ca antag | CHO-K1 Ca PAM | M1 ag parental
- CCCCN(CC)CCNS(=O)(=O)c1ccc2c(c1)oc(=O)n2C
  10 | 3 | -7 | 4 | 9 | 4 | 3 | 1 | 0.1
- COc1ccc(C)cc1NC(=O)CCc1ccc(S(=O)(=O)N2CCOCC2)cc1
  16 | -15 | -2 | -4 | -2 | -15 | -2 | 3 | 0.1
- O=C(c1ccccc1Cl)N1CCN(S(=O)(=O)N2CCCCC2)CC1
  -2 | -3 | -5 | -4 | -7 | -2 | -10 | 17 | 0.7
- CCOC(=O)C1CCN(c2cc(=O)n(-c3ccc(OC)cc3)c(=O)[nH]2)CC1
  0 | -2 | -1 | -5 | -7 | 7 | -9 | 2 | 0.1
- CCSCCOC(=O)C1=C(C)N(C)C(=O)NC1c1ccc2c(c1)OCO2 (stereo not given)
  1 | -16 | -4 | -12 | -3 | 4 | 5 | -8 | 0.5
- Cc1ccc(NC(=O)Cn2cccc2C2=NC(c3ccccc3)CO2)cc1C (stereo not given)
  -2 | -24 | -9 | -8 | 4 | -44 | -5 | 18 | -0.4
- CNC(=O)COc1ccc(C=O)cc1OC
  -1 | -4 | -4 | -11 | -14 | -12 | -15 | 26 | 0.2
- CCN1C[C@@H]2[C@@H]3C(=O)N(Cc4ccccc4)C(=O)[C@@H]3[C@](C)(C1=O)N2C(=O)c1ccc(C)cc1
  8 | nt | -5 | nt | 11 | 4 | -5 | 4 | -0.4
- O=C(CN1C(=O)c2ccccc2C1=O)NCc1ccc(C(=O)O)cc1
  0 | 9 | -2 | -6 | -19 | 4 | -16 | 1 | 0.5
- CCC1CCCCN1CCCNC(=O)c1ccc(N2CCCC2=O)cc1 (stereo not given)
  2 | -3 | -6 | 2 | -4 | -12 | -8 | -3 | 0.0
- CCN(CC)S(=O)(=O)c1ccc(N2CCOCC2)c(NC(=O)C2CCCC2)c1
  1 | -22 | -6 | -3 | -7 | -9 | 10 | -1 | -0.4
- COc1ccccc1N1CCN(CCCCOc2ccc(C)cc2C)CC1
  1 | -25 | -8 | -4 | -16 | -6 | -10 | 10 | 0.2
- Cc1ccc(S(=O)(=O)N(C)C[C@@H]2Oc3ncc(C#CCC(C)C)cc3C(=O)N([C@H](C)CO)C[C@H]2C)cc1
  1 | nt | -8 | nt | 13 | 6 | -4 | -8 | -0.5
- COc1ccc(-c2nsc3c(SCc4ccccc4)ncnc23)cc1
  0 | 2 | -6 | 4 | -6 | -5 | -12 | 21 | 1.8
- CCN(CC)c1ccc(/C=N/Nc2nc(C)cc(=O)[nH]2)c(O)c1
  0 | -12 | -4 | -4 | -11 | 0 | -8 | 1 | 0.3
- CCn1c(=O)[nH]c(=O)c2c(N)c(C(=O)c3cc(F)ccc3F)sc21
  5 | -11 | -6 | -3 | -14 | 0 | -11 | 16 | 1.3
- Cc1ccccc1C(=O)NC(=S)Nc1ccc(Oc2ccc(Cl)cc2)cc1
  6 | 6 | -1 | -23 | -14 | 9 | -3 | 20 | 0.8
- O=C(N/N=C1\CC(c2ccccc2)Oc2ccccc21)c1ccc(O)cc1 (stereo not given)
  2 | 2 | -5 | -12 | -15 | 19 | -22 | 10 | 0.0
- Cc1cc(C)n2nc(C(=O)N/N=C/c3ccccc3Cl)nc2n1
  7 | -12 | -2 | -7 | -2 | -15 | 0 | -21 | 0.8

Full records, quoted from the list. Order of screens: TAAR1 agonist	CHO parental Ca	CHRM1 agonist	OXTR potentiate	M1 antag	TAAR1 antagonist	CHO-K1 Ca antag	CHO-K1 Ca PAM	M1 ag parental
CCSCCOC(=O)C1=C(C)N(C)C(=O)NC1c1ccc2c(c1)OCO2 (stereo not given) is entered as 1	-16	-4	-12	-3	4	5	-8	0.5
O=C(N/N=C1\CC(c2ccccc2)Oc2ccccc21)c1ccc(O)cc1 (stereo not given) is entered as 2	2	-5	-12	-15	19	-22	10	0.0
CCN1C[C@@H]2[C@@H]3C(=O)N(Cc4ccccc4)C(=O)[C@@H]3[C@](C)(C1=O)N2C(=O)c1ccc(C)cc1 is entered as 8	nt	-5	nt	11	4	-5	4	-0.4
CCC1CCCCN1CCCNC(=O)c1ccc(N2CCCC2=O)cc1 (stereo not given) is entered as 2	-3	-6	2	-4	-12	-8	-3	0.0

Ordered by value in M1 antag (ascending): 3 from the list above
Structure | CHRM1 agonist | M1 antag
CCn1c(=O)[nH]c(=O)c2c(N)c(C(=O)c3cc(F)ccc3F)sc21 | -6 | -14
CCN(CC)c1ccc(/C=N/Nc2nc(C)cc(=O)[nH]2)c(O)c1 | -4 | -11
Cc1ccc(NC(=O)Cn2cccc2C2=NC(c3ccccc3)CO2)cc1C (stereo not given) | -9 | 4
